Assay outcomes: PubChem BioAssay, several laboratories
MC4R antagonist = blocks human MC4R cAMP signaling; P32245; MC4R-expressing cells, MTII-stimulated cAMP, LANCE TR-FRET; inhibition, % at 6.5 µM; hit rate 0.48% among 360,000; AID 540295;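 active = inhibition above its plate's cutoff, the mean of tested wells on that plate plus 3 SD, cut at about 29% in these data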;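 note: 0% = Melanotan II alone and 100% = Melanotan II plus saturating MCL0020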
Target sequence (P32245 whole entry, looked up): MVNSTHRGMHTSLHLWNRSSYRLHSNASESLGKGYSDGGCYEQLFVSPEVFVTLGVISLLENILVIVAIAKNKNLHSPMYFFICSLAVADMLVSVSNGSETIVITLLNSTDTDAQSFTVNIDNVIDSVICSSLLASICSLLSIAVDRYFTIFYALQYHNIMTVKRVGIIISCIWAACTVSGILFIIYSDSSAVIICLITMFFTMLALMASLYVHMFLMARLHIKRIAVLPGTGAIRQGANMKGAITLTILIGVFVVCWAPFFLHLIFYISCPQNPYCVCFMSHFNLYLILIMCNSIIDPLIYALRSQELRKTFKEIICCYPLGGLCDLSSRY
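Material: human MC4R-expressing U2OS cells. Probe or stimulus: Melanotan II challenge. Dosing: 6.5 µM single dose. Times: 30-min compound, 1-h challenge, 1-h detection, room temperature. Technique: TR-FRET with Eu-cAMP and labeled anti-cAMP, 671 nm. Replication: singlicate.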
ABHD5 PLIN5 PPI = blocks binding of human ABHD5 to perilipin-5; AID 602281; Q00G26+Q8WTS1; Split G. princeps luciferase complementation, luminescence, 4 h; hit rate 0.78% among 360,000; inhibition, % at 4 µM;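 active = inhibition above the mean inhibition across every tested compound plus 3 SD, cut at about 22% in these data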;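 note: 0% = DMSO only wells and the 100% control is not disclosed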
ABCB6 inh MLPCN = human ABCB6 transporter inhibition. Q9NP58. K562-ABCB6 porphyrin accumulation, flow cytometry, 1 h; hits give low values. fluorescence ratio to DMSO, % at 10 µM. hit rate 0.19% among 360,000. AID 602162;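 active = fluorescence ratio to DMSO below 75%, the collection mean minus 3 SD; inconclusive = too few cells collected in the well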;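 note: signal is porphyrin accumulated inside mitochondria; 100% equals median channel fluorescence of DMSO control wells; lower ratio means ABCB6 inhibition with less porphyrin fluorescence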
Glyco luc inh = N-linked glycosylation inhibition; D54 ERlucT glycosylation luciferase reporter, 24 h; percent of 100 nM tunicamycin response; reporter increase, % at 12.5 µM; hit rate 0.23% among 360,000; AID 588692;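 active = mean luciferase reporter signal, scaled so untreated is 0 and the glycosylation-blocking control 100, at or above a set limit in every replicate; inconclusive = mean reaches the limit but not every replicate does; inactive = mean below the limit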;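 note: luciferase carries N-glycosylation sites so blocking glycosylation raises the light; 0% = median of neutral control wells and 100% = median of 100 nM tunicamycin wells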
Vif imaging = inhibitors of HIV Vif | HEK293T cells, Vif self-association by quenched fluorescence, imaging, 24 h | inhibition, % at 7.49 µM | hit rate 0.35% among 340,000; in the data active = inhibition above about 50%, passing the limit was not always enough; inconclusive = no clear call, values can overlap the other calls; inactive = below about 31%; note: some results filed as inactive read as strong as hits
NOD2 RIPK2 PPI = NOD2-RIPK2 protein interaction inhibition; AID 624267; CHO BLA complementation NOD2-RIPK2, CCF4 ratio; hit rate 0.38% among 360,000; inhibition, % at 4.98 µM; in the data active = inhibition above about 21%;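 note: 0% = vehicle only and 100% = reference blocker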
Target sequence (O43353 whole entry, looked up): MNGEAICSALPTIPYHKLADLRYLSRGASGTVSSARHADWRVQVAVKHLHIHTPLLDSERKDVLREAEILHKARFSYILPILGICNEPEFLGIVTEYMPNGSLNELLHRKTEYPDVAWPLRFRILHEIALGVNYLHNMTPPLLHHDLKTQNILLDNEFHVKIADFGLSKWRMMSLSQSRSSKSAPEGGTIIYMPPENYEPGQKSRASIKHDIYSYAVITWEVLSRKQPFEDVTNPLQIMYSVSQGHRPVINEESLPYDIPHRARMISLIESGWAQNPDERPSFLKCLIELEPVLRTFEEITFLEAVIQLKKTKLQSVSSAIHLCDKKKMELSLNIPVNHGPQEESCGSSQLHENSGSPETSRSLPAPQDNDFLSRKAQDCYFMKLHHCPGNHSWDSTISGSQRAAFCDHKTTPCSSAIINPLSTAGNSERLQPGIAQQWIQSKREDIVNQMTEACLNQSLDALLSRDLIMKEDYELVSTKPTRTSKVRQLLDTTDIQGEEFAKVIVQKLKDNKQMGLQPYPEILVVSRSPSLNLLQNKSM
aDG glyco up = increases alpha dystroglycan glycosylation; Pro5-aDG cells, alpha-DG glycosylation AlphaScreen (IIH6); 0% Pro5, 100% B10-LARGE cell signal; activation, % at 10 µM; AID 624168; hit rate 0.22% among 360,000;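 active = activation of at least 8% versus controls, or a plate z-score of at least 8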;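 note: Pro5 are CHO cells carrying HIG-tagged alpha-DG that lacks glycosylation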
TLR9-MyD88 inh = inhibitors of human TLR9-MyD88 binding; AID 504734; inhibition, % at 4.98 µM; hit rate 0.21% among 340,000; CHO BLA complementation TLR9-MyD88, CCF4 FRET ratio; Q9NR96+Q99836;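 active = inhibition above the mean over all tested compounds plus 3 SD, cut at about 21% in these data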;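 note: 0% = DMSO only wells and 100% = clavulanate BLA inhibitor control wells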
Granule exo inh = lytic granule exocytosis inhibition. AID 651702. hit rate 0.66% among 360,000. inhibition, % at 10 µM. TALL-104 LAMP-1 surface exposure, flow cytometry; cells stimulated with thapsigargin and PMA;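 active = inhibition above about 55%, limit read from the data; inconclusive = no clear call, values can overlap the other calls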
MC4R ag barr = activates human MC4R beta-arrestin recruitment; activation, % at 8.9 µM; hit rate 0.98% among 360,000; U2OS MC4R beta-arrestin complementation, luminescence; percent of melanotan II response, DMSO zero; P32245;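 active = activation above a per-plate cutoff, the mean activation of sample wells on that plate plus 3 SD, cut at about 8% in these data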
* marks the source's active call; other numbers are inactive results; ? = inconclusive; . = not tested or not shown. Only part of the results is shown; the hit share may differ from the screen's.

SMILES	MC4R antagonist	ABHD5 PLIN5 PPI	ABCB6 inh MLPCN	Glyco luc inh	Vif imaging	NOD2 RIPK2 PPI	aDG glyco up	TLR9-MyD88 inh	Granule exo inh	MC4R ag barr
CC(C)N(Cc1ccccc1)C(=O)CN1C(=O)NC2(CCOc3ccccc32)C1=O (configuration not stated)	-3	-4	96	-1	7	-12	0.1	-1	-3	-1.0
NNC(=O)c1ncoc1-c1ccc(Cl)cc1	-2	1	103	-1	1	-14	0.1	0	6	-0.5
C=CCn1c(N2CCCC2)nc2c1c(=O)n(C)c(=O)n2C	-3	-2	98	5	-2	-9	-0.1	-2	-3	-0.2
CN(CC(=O)Nc1ccc(F)cc1)C(=O)COC(=O)/C=C/c1ccccc1[N+](=O)[O-]	-2	-1	101	0	2	-2	-0.2	-4	-4	1.0
CCOc1ccc(NC(=O)CNC(=O)c2ccc([N+](=O)[O-])cc2)cc1	2	1	96	2	-2	-1	0.0	2	-2	-0.8
CCOC(=O)c1ccc(NC(=S)N(CCCN(CC)CC)Cc2ccco2)cc1	-4	-1	93	-1	0	-4	0.1	2	0	0.9
CC1=NN(c2ccccc2)C(=O)/C1=C\c1cc(C)n(-c2ccccc2)c1C	1	-1	97	-9	1	-1	-0.1	-11	-3	0.3
CC1CCN(C(=O)Cn2nnc(-c3ccc(C(C)C)cc3)n2)CC1	11	-11	96	0	0	4	0.0	-5	-3	-0.2
COC(=O)c1ccc(COc2ccccc2/C=N/O)o1	-7	9	101	-1	6	-9	0.6	.	-2	-0.7
N#CC1(c2ccccc2)CCC(=NNS(=O)(=O)c2ccccc2)CC1 (configuration not stated)	3	-7	86	2	-4	-4	0.0	-20	17	0.5
Cc1ccc(/C=N/NC(=O)CNC(=O)c2ccc(S(=O)(=O)N(C)C)cc2)o1	5	-2	102	3	-2	-6	-0.5	-9	5	-2.6
COc1ccc(C2=NOC(C(=O)N(C)Cc3ccccc3)C2)cc1 (configuration not stated)	16	-2	101	1	-9	-1	-0.3	5	-1	-2.1
Cc1c(C(=O)O/N=C(\N)c2ccccn2)cccc1[N+](=O)[O-]	3	1	101	-15	-14	-12	-0.1	-5	-2	0.4
CC1CCCC(NC(=O)COC(=O)[C@@H](NC(=O)c2ccco2)C(C)C)C1C (some centres not stated)	13	-5	96	-1	-14	-2	0.3	-2	-1	-0.7
COC(=O)c1ccc2nc(-c3cccc(Br)c3)c(Cc3ccccc3OC)n2c1	.	-3	101	.	.	1	1.9	.	17	.
COc1ccc(OC)c(NC(=O)CSc2nc3[nH]c(=O)cc(O)c3s2)c1	2	-21	105	2	-6	2	-0.2	-14	7	-2.2
CCCCCC(=O)Nc1ccc(-c2cn3cccnc3n2)cc1	9	1	95	1	-5	-4	0.0	-3	-2	-0.4
Cc1ccccc1S(=O)(=O)NC(=NCc1ccc(F)cc1)c1ccccc1	3	5	101	1	4	1	0.2	0	9	-2.2
CCN1C(=S)SC(=O)C1=C1C=C(C)OC(C)=C1	0	-1	93	-1	.	1	-0.3	-5	-1	1.4
CN(Cc1cccc(Cl)c1)C(=O)C1CSC2(C)CCC(=O)N12 (configuration not stated)	8	1	101	-2	-7	0	-0.2	-8	-4	-2.3
CC(=O)N1CCC(Nc2ccc(C)cc2)CC1	1	-1	84	3	0	-2	-0.2	-1	4	-0.1
CCNc1nc(NCC)n2c(SCc3ccc(F)cc3)nnc2n1	7	-3	96	-1	23	3	0.4	-13	-1	-1.6
Cc1cc(C)n(-c2ccc(NC(=O)C3CCCCN3Cc3cccc4c3OCO4)cc2)n1 (configuration not stated)	-12	-6	97	10	3	-7	0.1	10	1	-2.7
Oc1ccc(Cl)cc1C1=Nc2ccccc2N=C(c2ccco2)C1	6	0	96	0	.	-2	0.0	-7	8	9.0*
Cc1ccc(Nc2nnc(-c3ccc4c(c3)OCO4)o2)c(C)c1	6	-3	99	0	6	-14	0.2	12	1	-1.4
Cc1nnc(NC(=O)C(C)Sc2nnc(-c3ccco3)n2C)s1 (configuration not stated)	7	4	95	2	14	-4	0.0	-11	0	-1.4
CC(=O)Oc1cc2c(C(=O)NCc3ccncc3)c(C)oc2c2ccccc12	3	11	97	0	.	6	0.3	4	-1	-0.8
COc1ccccc1N1CCN(CCCCOc2c(OC)cccc2OC)CC1	7	4	97	-2	.	-2	0.0	-1	22	-0.1
Cc1ccc(NC(=O)CC2NCCN(Cc3ccccc3)C2=O)cc1 (configuration not stated)	-4	0	92	0	-1	-12	-0.1	.	0	-1.1
Cc1ccc2[nH]c(=O)c(CN(Cc3cccs3)C(=S)NCc3ccco3)cc2c1	14	-2	97	-2	0	-5	0.2	-2	3	-1.2
CC(=O)Nc1cccc(C(=O)NCC2(N3CCCCC3)CCCCC2)c1	8	-3	102	-5	-3	-8	-0.1	5	4	-1.7
C#CC1(NC(=O)NC(C)C)CCCCC1	10	-3	102	0	.	-8	-0.1	-6	-1	1.9
CCCCn1nc2cc(C(=O)NCc3ccc(OC)cc3)ccc2c1OCC	9	1	97	5	-4	-9	0.1	0	0	-1.4
COc1cc(C#N)c(NS(=O)(=O)c2ccc3[nH]c(=O)sc3c2)cc1OC	-2	3	101	0	-1	-1	-0.4	-5	2	-1.9
O=C(N1CCOCC1)N(Cc1ccco1)CC1CCCO1 (configuration not stated)	1	10	102	-3	9	5	0.6	6	0	-2.0
COc1cc(C(=O)OCC(=O)N(CC(C)C)C2CCS(=O)(=O)C2)cc(OC)c1C (configuration not stated)	6	-1	101	3	1	-6	0.3	-8	-7	-1.6
COC(=O)CCC/C=C1/SCC(NC(=O)c2ccccc2)/C1=N/O (configuration not stated)	3	1	99	2	0	8	0.0	13	2	0.2
COc1ccc(NS(=O)(=O)c2ccc(-c3coc(C)n3)cc2)cc1	-3	4	97	-1	3	-15	0.2	2	2	-1.4
CCCCCCC(=O)NNC(=O)c1c(O)c2ccccc2n(CC)c1=O	-4	10	91	4	9	2	-0.1	0	3	4.4
O=C(NC1CCSC1=O)c1cccc(Cl)c1 (configuration not stated)	18	-5	109	1	-3	-2	0.1	-6	-4	-0.9
Cc1ccc(-c2cc(C(=O)NCc3ccco3)no2)cc1	16	-3	96	-3	-3	2	0.1	-4	1	1.3
COC(=O)C(C)Sc1nc2c(cnn2-c2ccccc2)c(=O)[nH]1 (configuration not stated)	-17	8	99	4	7	-5	0.5	-1	-1	2.0
O=C(C1=C(O)C(=O)N(CCN2CCOCC2)C1c1ccncc1)c1ccco1 (configuration not stated)	2	-5	88	2	?	3	-0.2	-7	0	-0.9
Cc1c(Br)cccc1NC(=O)c1sccc1-n1cccc1	17	-4	102	-2	-5	11	0.5	-12	-1	3.5
COC(=O)c1cc(NC(=O)CN(C)C2CCS(=O)(=O)C2)cc(C(=O)OC)c1 (configuration not stated)	-3	13	100	0	?	-27	-0.1	-3	12	0.0
O=C(CCNC(=O)C1CCN(S(=O)(=O)c2ccc(F)cc2)CC1)Nc1nccs1	4	13	102	-3	-7	3	-0.1	-1	3	2.4
COC(=O)CSc1nnc(COc2ccc3ccccc3c2)o1	14	-24	98	1	-7	7	-0.2	-16	-4	-0.8
CC(=O)c1sc(NC(=O)CCNC(=O)c2ccco2)nc1-c1ccccc1	5	2	102	6	-11	-24	0.5	3	0	-2.1
Cc1ccc(C(=O)NC2CCCCCCC2)cc1S(=O)(=O)N1CCOCC1	2	1	97	-4	-7	-1	0.1	2	-2	-1.4
COC(=O)CCC(=O)OC1(C)C(=O)C=C2C=C(C3CC3)N(CCCOC(C)C)C=C2C1=O (configuration not stated)	3	-11	93	3	-1	-1	0.7	-1	33	-0.1
CN1CCN(c2ccc(NC(=O)COc3ccc(Cl)cc3Cl)cc2)CC1	0	3	100	-3	-11	0	4.5	4	-1	-1.8
COc1cccc(NC(=O)C2C3CCC4C(CCC32)C4(Cl)Cl)c1 (configuration not stated)	2	-8	100	-1	-6	-5	0.6	4	1	-1.7
COC(=O)c1ccc[n+](CCc2c[nH]c3ccccc23)c1	-4	-4	100	-2	-2	-8	-0.1	4	5	-0.8
CCc1nc2ccccc2n1CCC(=O)O	1	-1	84	2	5	-3	0.0	-3	8	1.5
CCn1nc(C(=O)N2CCc3ccccc32)c2ccccc2c1=O	-3	5	95	-1	-6	-7	0.9	-8	-7	-0.8
CCOC(=O)N1CCN(C(=O)CSc2nnc(Cc3ccccc3)o2)CC1	8	-6	101	-1	11	3	-0.1	-8	-1	-0.7
Cc1cnc(C(=O)NC(Cc2ccccc2)c2ccccc2)cn1 (configuration not stated)	-7	-6	91	-2	1	6	0.1	-4	7	-1.9

Eleven of these compounds, set out differently.
| mol | MC4R antagonist | ABHD5 PLIN5 PPI | ABCB6 inh MLPCN | Glyco luc inh | Vif imaging | NOD2 RIPK2 PPI | aDG glyco up | TLR9-MyD88 inh | Granule exo inh | MC4R ag barr |
| --- | --- | --- | --- | --- | --- | --- | --- | --- | --- | --- |
| CCOC(=O)c1ccc(NC(=S)N(CCCN(CC)CC)Cc2ccco2)cc1 | -4 | -1 | 93 | -1 | 0 | -4 | 0.1 | 2 | 0 | 0.9 |
| CC1=NN(c2ccccc2)C(=O)/C1=C\c1cc(C)n(-c2ccccc2)c1C | 1 | -1 | 97 | -9 | 1 | -1 | -0.1 | -11 | -3 | 0.3 |
| CC1CCN(C(=O)Cn2nnc(-c3ccc(C(C)C)cc3)n2)CC1 | 11 | -11 | 96 | 0 | 0 | 4 | 0.0 | -5 | -3 | -0.2 |
| COC(=O)c1ccc(COc2ccccc2/C=N/O)o1 | -7 | 9 | 101 | -1 | 6 | -9 | 0.6 | . | -2 | -0.7 |
| N#CC1(c2ccccc2)CCC(=NNS(=O)(=O)c2ccccc2)CC1 (configuration not stated) | 3 | -7 | 86 | 2 | -4 | -4 | 0.0 | -20 | 17 | 0.5 |
| Cc1ccc(/C=N/NC(=O)CNC(=O)c2ccc(S(=O)(=O)N(C)C)cc2)o1 | 5 | -2 | 102 | 3 | -2 | -6 | -0.5 | -9 | 5 | -2.6 |
| COc1ccc(C2=NOC(C(=O)N(C)Cc3ccccc3)C2)cc1 (configuration not stated) | 16 | -2 | 101 | 1 | -9 | -1 | -0.3 | 5 | -1 | -2.1 |
| Cc1c(C(=O)O/N=C(\N)c2ccccn2)cccc1[N+](=O)[O-] | 3 | 1 | 101 | -15 | -14 | -12 | -0.1 | -5 | -2 | 0.4 |
| CC1CCCC(NC(=O)COC(=O)[C@@H](NC(=O)c2ccco2)C(C)C)C1C (some centres not stated) | 13 | -5 | 96 | -1 | -14 | -2 | 0.3 | -2 | -1 | -0.7 |
| COC(=O)c1ccc2nc(-c3cccc(Br)c3)c(Cc3ccccc3OC)n2c1 | . | -3 | 101 | . | . | 1 | 1.9 | . | 17 | . |
| COc1ccc(OC)c(NC(=O)CSc2nc3[nH]c(=O)cc(O)c3s2)c1 | 2 | -21 | 105 | 2 | -6 | 2 | -0.2 | -14 | 7 | -2.2 |
